High-throughput results from PubChem.
Ba/F3 V617F tox: loss of viability in JAK2V617F-driven Ba/F3 cells; Ba/F3 EpoR-JAK2V617F viability, ATP luminescence; inhibition, % at 5.6 µM; 1.1% of 220,000 active;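 active = inhibition above the campaign mean plus 3 SD over all tested compounds, cut at about 24% in these data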;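 note: cytokine-independent growth of Ba/F3 cells driven by EpoR plus mutant JAK2; 0% = DMSO-treated cells and 100% = JAK inhibitor I control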
MDM2 E3 inh: blocks human Mdm2 ubiquitin ligase activity | Q00987 | cell-based MDM2 ubiquitination luciferase reporter, 2 h; 0 = plate control, 100 = twice control, blank-subtracted | signal enhancement, % at 5 µM | 0.11% of 210,000 active | AID 1230;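 active = signal enhancement of 30% or more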;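 note: luminescence tracks abundance of the self-degrading MDM2-luciferase fusion protein; higher signal means inhibition of MDM2 E3 ligase activity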
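Assay system: mammalian cells stably expressing self-ubiquitinating, self-degrading MDM2 E3–luciferase fusion. Quantity: 2000 cells in each well. Medium: DMEM culture medium. Compound dosing: single-point 5 µM. Timing: cell settling 4 h, compound treatment 2 h, both 37 °C. Technique: luciferase luminescence. Read-out basis: percent signal gain over controls, blank-subtracted. Benchmarks: plate controls and plate blanks.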
Wee1 degr inh: blocks degradation of human Wee1 kinase. P30291. HeLa Luc-Wee1K328M stability, luciferase luminescence; 100% = proteasome inhibitor MG132 effect. reporter increase, % at 5 µM. AID 1321. 1.2% of 220,000 active;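 active = activation above the mean of all tested compounds plus 3 SD, set per screening run, cut at about 8.8% in these data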;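 note: cells exposed to compound for 20 h before luminescence read; 0% = DMSO alone and 100% = MG132 at 30 µM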
PERK inhibitor: human PERK inhibition, primary cell-based screen. CHO PERK-DD fusion, SEAP luminescence translation reporter. 0.17% of 220,000 active. Q9NZJ5. inhibition, % at 5.6 µM. AID 1416;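 active = inhibition above the mean inhibition of all tested compounds plus 3 SD, set separately per screening campaign, cut at about 2.9% in these data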;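 note: PERK kinase domain activated by AP20187 dimerizer at 100 nM; 0% = DMSO with dimerizer and 100% = rapamycin at 8.4 µM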
eIF4E-4G inh: eIF4E/eIF4G interaction inhibition in translation initiation. TR-FRET eIF4E-eIF4GI(517-606) binding, 2 h. 0.37% of 220,000 active. P63073+Q04637. inhibition, % at 21.7 µM;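 active = inhibition above about 30%, limit read from the data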;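 note: 0% = full FRET control wells and 100% = background wells lacking eIF4GI fragment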
BaF3 parental: parental Ba/F3 viability inhibition as JAK2V617F counter-screen; 1.1% of 220,000 active; CellTiter-Glo ATP luminescence; inhibition, % at 5.6 µM;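 active = inhibition above a per-campaign cutoff, the mean inhibition of all tested compounds plus 3 SD, cut at about 27% in these data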;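 note: 0% = DMSO wells and 100% = JAK Inhibitor I control wells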
NPY-Y2 PAM-ag: potentiators or agonists of human neuropeptide Y receptor Y2; P49146; cells expressing NPY-Y2, potentiator/agonist read-out; activation, % at 3.6 µM; 0.45% of 220,000 active; in the data active = activation above about 27%;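 note: cells stimulated with NPY near EC25 plus isoproterenol at EC100; 0% = vehicle plus submaximal agonist and 100% = vehicle plus saturating agonist; some results beyond the cut were filed as inactive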
Target sequence (P49146 whole entry, looked up): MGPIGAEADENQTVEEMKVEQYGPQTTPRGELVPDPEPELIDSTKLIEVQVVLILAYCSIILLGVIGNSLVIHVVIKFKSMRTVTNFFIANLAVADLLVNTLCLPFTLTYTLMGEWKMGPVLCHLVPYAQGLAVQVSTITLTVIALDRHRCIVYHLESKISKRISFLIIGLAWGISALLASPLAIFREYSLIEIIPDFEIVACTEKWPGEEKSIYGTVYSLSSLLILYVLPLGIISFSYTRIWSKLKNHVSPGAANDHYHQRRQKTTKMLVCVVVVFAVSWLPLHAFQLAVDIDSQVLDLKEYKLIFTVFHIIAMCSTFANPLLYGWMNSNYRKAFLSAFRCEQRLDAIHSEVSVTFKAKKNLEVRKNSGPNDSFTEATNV
S1P4 antagonist: human S1P4 receptor antagonism; O95977; S1P4-expressing cells, antagonist mode, reporter read-out; inhibition, % at 4.98 µM; 0.26% of 220,000 active; AID 1510; in the data active = inhibition above about 29%;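 note: 0% = wells stimulated with agonist and 100% = vehicle wells without agonist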
Target sequence (O95977 whole entry, looked up): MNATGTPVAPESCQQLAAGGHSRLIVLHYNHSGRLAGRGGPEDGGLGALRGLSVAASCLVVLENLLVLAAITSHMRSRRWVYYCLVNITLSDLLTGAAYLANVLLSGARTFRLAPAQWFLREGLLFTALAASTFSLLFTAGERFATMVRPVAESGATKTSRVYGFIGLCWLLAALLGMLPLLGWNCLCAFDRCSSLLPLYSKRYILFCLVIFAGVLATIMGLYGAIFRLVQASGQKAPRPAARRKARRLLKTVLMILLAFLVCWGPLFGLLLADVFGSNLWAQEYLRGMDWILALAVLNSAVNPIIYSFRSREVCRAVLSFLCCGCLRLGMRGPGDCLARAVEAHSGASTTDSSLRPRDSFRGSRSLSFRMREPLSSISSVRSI
S1P4 ag: activates the human S1P4 receptor. activation, % at 4.98 µM. 0.35% of 220,000 active. O95977. S1P4-expressing cell line, agonist reporter assay. AID 1509; in the data active = activation above about 11%;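 note: 0% = DMSO vehicle and 100% = reference agonist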
Starred values were filed as active, the others as inactive; · = not tested or not shown; [ ] = another dose, or the depositor's remark. Hits appear at their usual frequency; overall some 4.1% were active at least once.

SMILES,MDM2 E3 inh,NPY-Y2 PAM-ag,Ba/F3 V617F tox,S1P4 ag,eIF4E-4G inh,PERK inhibitor,Wee1 degr inh,S1P4 antagonist,BaF3 parental
Cc1[nH]ccc(=O)c1OC1OC(CO)C(O)C(O)C1O (centres undefined),·,17,1,1.5,2,0.4,-3,1,5
Cc1nc(NC(=O)c2ccccc2)sc1-c1csc(NCc2ccco2)n1,-29,6,3,-3.8,2,1.1,-1,-1,9
O=C(Nc1ccccc1)[C@@H]1[C@@H]2C(=O)N(c3ccc(F)cc3)C(=O)[C@@H]2[C@H]2C=CC=NN21,-10,0,-4,-2.5,8,1.2,0,-9,2
COc1ccccc1OCc1ccc(C(=O)OCC2CCCO2)o1 (centres undefined),-16,-12,4,-1.8,-12[fluorescence artefact?],-0.1,3,-15,10
COc1cc(C(=O)c2nccc3cc(OC)c(OC)cc23)c([N+](=O)[O-])cc1OC,-3,-17,5,-1.7,0,-0.5,-4,2,8
CCOc1ccc(-n2c(N)c(-c3nc4ccccc4n3C)c3nc4ccccc4nc32)cc1,-14,-5,-3,-0.7,4,0.0,-1,-19,0
CCSC1=N/C(=C\c2ccccc2)C(=O)N1c1ccc(OC)cc1,-3,9,-3,0.2,3,2.1,-2,-2,-2
CNC(=S)Nc1ccc2nc(C)oc2c1,-20,0,-3,-1.5,-1,1.9,-2,10,1
O=C(NN1C(=O)C2C3C=CC(C4CC34)C2C1=O)c1cccc(Cl)c1 (centres undefined),-7,4,-6,1.3,2[fluorescence artefact?],0.1,0,-12,2
CCC(C)NC(=O)CSc1nc2ccc(N3CCOCC3)cc2c(=O)n1CCc1ccccc1 (centres undefined),-20,6,0,-0.8,-1,1.0,3,-4,4
CC1(C)CC(N2CCCC2)=CC(=[N+]2CCCCCC2)C1,-35,3,99*,-0.2,3,0.2,0,-4,71*
CC(=O)Oc1ccc2c(c1)Oc1cc(OC(C)=O)ccc1C21OC(=O)c2ccccc21,-5,17,0,-0.8,3,1.7,-3,2,7
CCN(Cc1cc2ccccc2[nH]c1=O)S(=O)(=O)c1ccccc1,-3,-4,3,0.6,1,0.2,1,-27,6
O=C(CCCn1c(SCC(=O)c2ccc(F)cc2)nc2ccccc2c1=O)NCc1ccccc1,-24,8,-3,2.4,0,-0.4,1,-11,5
COCCCN1C(=O)c2ccc(C(=O)Nc3ccc(OC)cc3OC)cc2C1=O,4,-5,-1,-2.3,1,0.1,-4,-20,4
COc1cc(CC(=O)Nc2nc(C)cs2)cc(OC)c1OC,-1,17,2,0.7,1,0.3,3,-5,2
CCOC(=O)c1cnn(-c2nc(-c3ccccc3)nc3c2COC(C)(C)C3)c1N,-1,-2,4,0.0,-6,0.7,-2,-9,7
CC(C)c1ccc2[nH]c(O)c(N=NC(=O)c3cccc(S(=O)(=O)Nc4ccccc4Cl)c3)c2c1,-14,4,-2,1.6,1[fluorescence artefact?],2.1,20*,-18,11
CCn1c(SCC(=O)NCc2ccco2)nnc1-c1cccs1,-40,-11,4,-1.4,2,-0.1,-2,-5,8
O=C(NC12CC3CC(CC(C3)C1)C2)N1CCN(c2nc(-c3ccccc3)cs2)CC1,-12,-15,3,2.3,-7,-0.4,-1,-13,-1
O=C1c2ccccc2C(=O)N1CC1c2ccccc2CCN1S(=O)(=O)c1ccccc1 (centres undefined),1,-3,2,0.1,-4,0.1,0,-15,3
CC(=O)Oc1ccc(/C=C2/Oc3ccccc3C2=O)cc1,-18,8,-3,1.2,-2,1.0,2,-1,-4
CCc1nnc(NC(=O)CCC(=O)N2CCN(Cc3ccc(Cl)cc3)CC2)s1,-5,8,-5,2.9,-5[fluorescence artefact?],-0.1,-1,-24,2
O=C(N1CCNCC1)N1CCOCC1,5,-6,-2,1.5,-2,0.8,-2,-9,6
CCOC(=O)C1=C(C)NC(=O)C1(NC(=O)c1cccnc1)C(F)(F)F (centres undefined),-7,-11,-1,0.4,5[fluorescence artefact?],-0.1,1,-7,-1
COC(=O)COc1ccc(S(=O)(=O)N2CCOCC2)cc1,-10,9,-5,-0.4,2,1.4,0,-16,0
CC12CCCCC1(O)[N+](=O)C1=C(CCCC1)N2[O-] (centres undefined),4,12,1,-0.2,0,1.2,-2,3,1
O=C(N/N=C/c1ccc([N+](=O)[O-])s1)C(O)c1ccccc1 (centres undefined),-9,9,-3,1.0,0,0.4,-2,6,-6
CCOC(=O)C(=CN(CCc1ccccc1)CC(=O)OC)C(=O)OCC,·,-1,-1,0.7,0,0.2,0,2,3
Cc1nc(CC(=O)NNS(=O)(=O)c2ccc3ccccc3c2)cs1,0,4,-6,-0.5,4[fluorescence artefact?],1.2,3,-3,1
CCN1CCN(CCOc2cccc(Oc3ccccc3)c2)CC1,-8,-1,0,-0.2,0,1.0,-1,-20,7
CC(C)Oc1ccc(C(=O)N2CCCc3ccccc32)cc1,-4,4,-2,-3.2,-4,0.4,2,17,-1
COc1ccc(N2CCc3c(C)nc4c(OC)cc(OC)cc4c32)cc1,-13,-18,5,-0.6,-7,-0.4,0,-3,6
COc1ccc([N+](=O)[O-])cc1N(CC(=O)NCCCOC(C)C)S(C)(=O)=O,-7,-2,1,0.7,10,0.3,1,-7,7
Cc1ccc(Cl)cc1NC(=O)COC(=O)CC(C)(C)C,0,0,-5,2.0,0,0.4,-1,-16,0
O=C(NCc1nc2ccccc2[nH]1)c1cccc(S(=O)(=O)N2CCOCC2)c1,-25,0,-1,1.8,10,0.0,0,-14,4
COCCNc1nc2nonc2nc1N1CCCC1c1nccs1 (centres undefined),-9,8,2,1.1,-2,-0.2,1,5,1
c1ccc(CSc2nnc(-c3ccco3)c(-c3ccco3)n2)cc1,-34,11,-2,2.1,10[fluorescence artefact?],1.7,1,-2,4
N#Cc1ccc(NC(=O)COC(=O)C2=COCCO2)cc1,12,-2,-1,-0.1,-2,1.4,4,-10,0
COc1ccc(C(=O)Nn2c(SCC(=O)NCC3CCCO3)nc3ccccc3c2=O)cc1 (centres undefined),-72,-2,7,1.1,1,0.5,-5,-2,8
COc1ccc(OC)c(N/C=C/C(=C(C#N)C#N)N(C)C)c1,-36,-3,0,0.8,0,1.5,6,-28,1
COc1ccc(/C=C/C(=O)OCC(=O)N2CC(=O)Nc3ccccc32)cc1S(=O)(=O)N1CCOCC1,0,-1,0,-0.9,3,0.6,-1,6,4
CN1CCCN(C(=O)c2cc(-c3ccc(Cl)c(Cl)c3Cl)nc3ccccc23)CC1,-6,0,0,0.7,1,0.0,0,-7,5
Cc1ccc(C(C)C)c(OCC(=O)Nc2ccc(N3CCN(S(C)(=O)=O)CC3)cc2)c1,0,12,-5,0.6,5,-0.7,-2,-6,-2
Cc1ccc2c(c1)N(C(=O)CSc1nncn1C)C(C)(C)c1ssc(=S)c1-2,-9,20,2,0.4,-4[fluorescence artefact?],-0.5,0,-9,3

Ordered by the number under eIF4E-4G inh (rising): some entries from above
canonical_smiles | MDM2 E3 inh | NPY-Y2 PAM-ag | S1P4 ag | eIF4E-4G inh | PERK inhibitor | Wee1 degr inh | S1P4 antagonist
O=C(N1CCNCC1)N1CCOCC1 | 5 | -6 | 1.5 | -2 | 0.8 | -2 | -9
CCOC(=O)C(=CN(CCc1ccccc1)CC(=O)OC)C(=O)OCC | · | -1 | 0.7 | 0 | 0.2 | 0 | 2
CCn1c(SCC(=O)NCc2ccco2)nnc1-c1cccs1 | -40 | -11 | -1.4 | 2 | -0.1 | -2 | -5

(more compounds)
SMILES,MDM2 E3 inh,NPY-Y2 PAM-ag,Ba/F3 V617F tox,S1P4 ag,eIF4E-4G inh,PERK inhibitor,Wee1 degr inh,S1P4 antagonist,BaF3 parental
O=C(Cc1c(F)cccc1Cl)Nc1nc2ccccc2s1,-9,4,2,1.3,-2,-0.1,0,-8,5
COc1cc(C(C)=O)ccc1OCC(O)CN(CCO)Cc1ccccc1 (centres undefined),0,19,-3,1.9,-2,-0.3,-2,-9,1
COc1ccc2nc(NC(=O)CN(c3ccc(C)cc3)S(=O)(=O)c3c(C)nn(C)c3C)sc2c1,-1,45*,-2,1.1,2,-0.8,1,-5,11
O=C(N/N=C/c1cccs1)c1ccc(-n2cccc2)cc1,-8,-17,0,0.8,1,0.4,0,3,3
CC1CCCC(NC(=O)COC(=O)/C=C/c2ccc3c(c2)OCO3)C1C (centres undefined),·,-16,-4,-0.2,2[fluorescence artefact?],1.1,0,-9,5
CCOC(=O)C1(CCOc2ccccc2)CCN(Cc2cccn2-c2cccnc2)CC1,-15,-9,-1,-0.6,4,1.5,2,-7,0
O=C1/C(=C/c2ccccn2)SC(=S)N1c1cccc(O)c1,-7,29,-3,-0.6,-5,0.3,-1,-7,2
CCN1CCN(C(=O)Nc2cc(Cl)ccc2OC)CC1,-4,2,0,3.6,0,-0.1,0,-24,4
Cc1ccc(C2NNC(=O)C2NC(=O)c2ccccc2)cc1 (centres undefined),3,-5,-1,0.4,-2,0.4,0,-3,7
COc1cc(C)nc(Oc2ccc(/C=N/O)cc2)n1,-21,4,-7,-1.2,8,0.0,0,-14,0
Cc1nnc(SCC(=O)c2cc(C)n(-c3ccc4c(c3)OCO4)c2C)s1,-19,-14,3,3.5,-1,-0.8,2,-15,7
CC(=O)N/C(=C\c1cccc([N+](=O)[O-])c1)C(=O)NC(C)C,0,0,-3,1.0,2[fluorescence artefact?],0.2,-2,-12,7
